m5-HT2A agonist – mouse Htr2a agonists via beta-arrestin recruitment, primary screen, cell-based, luminescence; 5-hydroxytryptamine receptor 2A (Mus musculus), P35363; CHO-K1 mHTR2A beta-arrestin complementation; percent of 30 µM serotonin response; actives 0.66% (n = 360,000); AID 624169, 2012; activation, % at 7.6 µM;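 active = activation above a run cutoff, the mean activation of all tested compounds plus 3 SD, cut at about 14% in these data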;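 also: 0% = plate median of compound wells and 100% = 30 µM serotonin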
H9c2 protect – cardioprotection against H2O2-induced cell death, primary screen, uHTS, H9c2 cells, ATPLite luminescence. AID 588492, 2011. H9c2 cardiomyocytes, H2O2 injury protection, 2 h. actives 0.63% (n = 360,000). protection from H2O2 cell death, % at 20 µM;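 active = compounds giving at least 50% protection of heart cells from peroxide-induced death in the single-dose screen, raw or plate-pattern-corrected value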;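 also: 0% = DMSO wells with peroxide and 100% = DMSO wells without peroxide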
MC4R barr agon – MC4R agonists recruiting beta-arrestin, primary screen, cell-based, luminescence, agonist arm of biased-ligand search | Melanocortin receptor 4 (Homo sapiens), P32245 | activation, % at 8.9 µM | actives 0.98% (n = 360,000) | U2OS MC4R beta-arrestin complementation; percent of melanotan II response, DMSO zero;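 active = activation above a per-plate cutoff, the mean activation of sample wells on that plate plus 3 SD, cut at about 8% in these data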
N-glyco inh – increase of ERlucT glycosylation luciferase signal, primary screen, N-linked glycosylation inhibitor project, D54 ERlucT cells, luminescence, set 2. D54 ERlucT glycosylation luciferase reporter, 24 h; percent of 100 nM tunicamycin response. reporter increase, % at 12.5 µM. actives 0.23% (n = 360,000). AID 588692, 2011;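 active = mean luciferase reporter signal, scaled so untreated is 0 and the glycosylation-blocking control 100, at or above a set limit in every replicate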;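 also: luciferase carries N-glycosylation sites so blocking glycosylation raises the light; 0% = median of neutral control wells and 100% = median of 100 nM tunicamycin wells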
ABCB6 inh MLPCN – ABCB6 transporter inhibitors, primary screen, K562-ABCB6 cells, flow cytometry, MLPCN library. ATP-binding cassette sub-family B member 6 (Homo sapiens), Q9NP58. K562-ABCB6 porphyrin accumulation, 1 h; stronger effect = lower value. fluorescence ratio to DMSO, % at 10 µM. actives 0.19% (n = 360,000). AID 602162, 2011;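 active = fluorescence ratio to DMSO below 75%, the collection mean minus 3 SD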;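 also: signal is porphyrin accumulated inside mitochondria; 100% equals median channel fluorescence of DMSO control wells; lower ratio means ABCB6 inhibition with less porphyrin fluorescence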
ABHD5 PLIN5 PPI – ABHD5-PLIN5 interaction inhibitors, primary screen, cell lysate, split luciferase complementation, luminescence. inhibition, % at 4 µM. AID 602281, 2012. actives 0.78% (n = 360,000). Split G. princeps luciferase complementation, 4 h;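 active = inhibition above the mean inhibition across every tested compound plus 3 SD, cut at about 22% in these data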;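 also: 0% = DMSO only wells and the 100% control is not disclosed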
SRC2 inh – inhibition of GAL4-SRC2 driven luciferase reporter, primary screen, SRC2 inhibitor project, cell-based, luminescence; Nuclear receptor coactivator 2 (Homo sapiens), Q15596; HEK293 GAL4-SRC2 luciferase reporter; inhibition, % at 9 µM; actives 0.17% (n = 370,000); AID 651957, 2012;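 active = inhibition above the mean inhibition of all tested compounds plus 3 SD, set per campaign, cut at about 52% in these data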;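 also: 0% = DMSO treated cells and 100% = cells given Gossypol at 36 µM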
NOD2 RIPK2 PPI – NOD2-RIPK2 binding disruptors in cells, primary screen, fluorescence, CHO cells, BLA complementation; actives 0.38% (n = 360,000); Receptor-interacting serine/threonine-protein kinase 2 (Homo sapiens), O43353; inhibition, % at 4.98 µM; CCF4 ratio; in the data active = inhibition above about 21%;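 also: 0% = vehicle only and 100% = reference blocker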
TLR9-MyD88 inh – inhibitors of TLR9-MyD88 association in cells, primary screen, cell-based, CHO, BLA complementation, fluorescence | inhibition, % at 4.98 µM | CCF4 FRET ratio | Toll-like receptor 9 (Homo sapiens) + Myeloid differentiation primary response protein … | actives 0.21% (n = 340,000);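 active = inhibition above the mean over all tested compounds plus 3 SD, cut at about 21% in these data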;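 also: 0% = DMSO only wells and 100% = clavulanate BLA inhibitor control wells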
Target sequence (Q99836 whole entry, looked up): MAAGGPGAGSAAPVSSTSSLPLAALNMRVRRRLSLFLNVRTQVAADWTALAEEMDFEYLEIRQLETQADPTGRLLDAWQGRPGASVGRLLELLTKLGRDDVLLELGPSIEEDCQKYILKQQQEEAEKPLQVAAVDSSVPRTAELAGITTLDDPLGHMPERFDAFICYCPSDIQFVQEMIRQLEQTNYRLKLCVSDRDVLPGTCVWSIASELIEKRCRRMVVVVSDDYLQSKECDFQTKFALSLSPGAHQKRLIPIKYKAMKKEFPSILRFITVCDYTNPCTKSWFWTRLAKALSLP
Target sequence (Q9NR96 whole entry, looked up): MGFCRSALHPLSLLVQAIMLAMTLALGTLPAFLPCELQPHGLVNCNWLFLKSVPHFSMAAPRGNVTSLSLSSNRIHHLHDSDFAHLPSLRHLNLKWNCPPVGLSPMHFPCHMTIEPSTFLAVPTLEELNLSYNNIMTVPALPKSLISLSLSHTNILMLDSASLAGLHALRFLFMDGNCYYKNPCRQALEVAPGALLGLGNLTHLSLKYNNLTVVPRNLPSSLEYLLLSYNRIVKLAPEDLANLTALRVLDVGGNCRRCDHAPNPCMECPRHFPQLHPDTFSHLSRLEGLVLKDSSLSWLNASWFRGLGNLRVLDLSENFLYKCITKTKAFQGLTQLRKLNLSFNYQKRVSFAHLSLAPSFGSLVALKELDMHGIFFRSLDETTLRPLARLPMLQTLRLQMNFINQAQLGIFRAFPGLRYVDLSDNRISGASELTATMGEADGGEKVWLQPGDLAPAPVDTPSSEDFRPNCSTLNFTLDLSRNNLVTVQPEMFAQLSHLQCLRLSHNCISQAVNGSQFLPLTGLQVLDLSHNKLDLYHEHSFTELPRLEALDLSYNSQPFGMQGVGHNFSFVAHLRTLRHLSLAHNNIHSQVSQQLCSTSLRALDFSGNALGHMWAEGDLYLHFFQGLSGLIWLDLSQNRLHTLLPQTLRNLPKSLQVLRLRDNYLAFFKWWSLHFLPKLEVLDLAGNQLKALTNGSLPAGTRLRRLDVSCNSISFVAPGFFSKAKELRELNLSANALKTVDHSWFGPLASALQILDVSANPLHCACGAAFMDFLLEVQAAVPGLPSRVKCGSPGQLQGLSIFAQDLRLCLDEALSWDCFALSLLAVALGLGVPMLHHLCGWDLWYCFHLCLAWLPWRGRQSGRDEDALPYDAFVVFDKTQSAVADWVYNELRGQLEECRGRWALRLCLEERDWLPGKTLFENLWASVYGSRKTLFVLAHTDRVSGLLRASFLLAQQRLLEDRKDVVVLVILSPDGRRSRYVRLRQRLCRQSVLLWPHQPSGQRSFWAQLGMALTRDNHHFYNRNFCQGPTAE
MC4R antagonist – MC4R antagonists of cAMP signaling, primary screen, cell-based, TR-FRET, antagonist arm of biased-ligand search; Melanocortin receptor 4 (Homo sapiens), P32245; MC4R-expressing cells, MTII-stimulated cAMP, LANCE TR-FRET; inhibition, % at 6.5 µM; actives 0.48% (n = 360,000); AID 540295, 2011;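 active = inhibition above its plate's cutoff, the mean of tested wells on that plate plus 3 SD, cut at about 29% in these data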;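 also: 0% = Melanotan II alone and 100% = Melanotan II plus saturating MCL0020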
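System: U2OS cells stably expressing human melanocortin 4 receptor (MC4R). Reagent: Melanotan II challenge after compound preincubation. Doses: 6.5 µM. Times: 30-min compound, 1-h challenge, 1-h detection, room temperature. Measured by: TR-FRET with Eu-cAMP and labeled anti-cAMP, 671 nm. Replicates: singlicate.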
* = called active by the depositor; . = no result given. Only part of the results is shown; rates above refer to the full screens.

SMILES	m5-HT2A agonist	H9c2 protect	MC4R barr agon	N-glyco inh	ABCB6 inh MLPCN	ABHD5 PLIN5 PPI	SRC2 inh	NOD2 RIPK2 PPI	TLR9-MyD88 inh	MC4R antagonist
COc1ccccc1-c1cccc(-c2nc(C(=O)Nc3nccs3)cc3c2[C@H](CCO)N(C(C)=O)C3)c1	2.7	.	.	.	98.0	4.5	-8.3	-10.1	.	.
CCCC(=O)Oc1cccc(C2NC(=O)c3ccccc3O2)c1 (configuration not stated)	3.0	13.2	-0.6	0.7	100.0	-6.1	-0.3	-2.5	-3.8	17.6
Cc1cccc(C)c1OCC(=O)OCC(=O)Nc1ccc(Cl)cn1	-1.6	-2.8	2.2	1.2	89.0	3.6	16.8	-4.2	-18.2	-2.1
CCNC(=O)NC(=O)COC(=O)CCCSc1nc2ccccc2[nH]1	4.8	11.4	3.4	2.2	87.0	3.8	-4.9	-2.2	-0.1	2.0
O=C(NC(=S)Nc1ccc(CN2CCOCC2)cc1)c1ccco1	0.6	-5.4	-3.7	0.5	99.0	4.0	-22.6	-9.4	-3.8	10.5
Cc1cc(C)cc(C(=O)O/N=C(\N)c2ccc(Br)cc2)c1	0.6	-4.9	5.4	1.3	99.0	1.8	4.4	5.9	9.0	-1.6
CCCCN1C=C(C(=O)OC)C(c2ccccc2C(F)(F)F)C(C(=O)OC)=C1	-1.9	-15.2	0.7	1.9	96.0	3.7	12.1	-4.4	3.8	9.9
COc1ccc(-c2csc(C)n2)cc1	-3.3	-9.7	-1.2	1.5	102.0	-0.1	-14.9	-8.9	5.1	3.8
O=C(Nc1cc(=O)[nH]c2ncnn12)c1ccccc1	-3.4	5.4	-2.5	2.0	117.0	-7.7	0.0	9.0	6.1	1.5
COc1cc(NC(=S)NC2CC(C)(C)NC(C)(C)C2)c(OC)cc1Cl	0.2	16.1	-2.0	1.3	97.0	12.5	11.6	-2.6	-4.8	-0.3
COCCCN1CC(=O)N2C(c3ccccc3)c3[nH]c4ccccc4c3C[C@H]2C1=O (some centres not stated)	2.1	6.6	-0.1	0.6	92.0	-2.3	-6.1	4.6	-4.5	6.4
O=C(NCC1CCCO1)c1ccccc1NS(=O)(=O)c1cccs1 (configuration not stated)	4.3	14.1	1.0	-2.4	95.0	-3.8	-11.7	-3.1	-4.0	0.0
CCOC(=O)CN=C1CC(C)(C)CC2=C1Sc1ncnc(N(C)C)c1N2	-0.1	5.2	1.4	3.8	94.0	-12.8	.	-6.1	5.8	-2.8
CN(C)C(=O)CCc1ccc2c3c([nH]c2c1)[C@]1(CCc2ccccc2)[C@@H](C(=O)N2CCCCC2)C[C@H](CC(=O)NCc2cccc(C(F)(F)F)c2)C(=O)N1CC3	0.5	-8.3	-2.0	-1.2	96.0	4.2	-20.4	1.1	-2.2	0.3
CCN1C(=O)[C@H]2[C@@H](c3ccc(SC4CCCCC4)c(OC)c3)N[C@@](Cc3ccccc3)(C(=O)OC)[C@H]2C1=O	2.7	-3.4	-0.3	-7.8	94.0	-4.1	-14.8	-18.9	-10.7	2.8
COc1cc(NC(=S)NC(=O)c2c(OC)cccc2OC)ccc1NC(=O)c1cccs1	-0.2	9.3	-2.7	6.6	93.0	5.4	-5.7	2.2	-9.3	2.2
CN(C(=O)CC1C(=O)NCCN1Cc1ccc(F)cc1)C1CCOCC1 (configuration not stated)	4.0	3.2	-3.2	1.5	100.0	1.7	-9.1	-12.2	-16.9	-6.1
CC(=O)c1cccc(-c2ccnc3c2CC(C(=O)Nc2cccc(Oc4ccccc4)c2)O3)c1 (configuration not stated)	-4.4	5.2	-1.5	-0.3	99.0	8.3	-8.2	-3.4	.	1.7
c1cc(N2CCCC2)ccc1C(c1nnnn1C1CCCCC1)N1CCOCC1 (configuration not stated)	3.5	-7.4	-0.1	-4.2	104.0	6.1	-7.2	0.7	4.3	26.2
O=C(c1ccc(Cn2c(=S)[nH]c3ccc(N4CCOCC4)cc3c2=O)cc1)N1CCC(N2CCCCC2)CC1	6.2	-2.2	-1.7	-5.1	100.0	0.8	-24.3	-7.1	1.4	7.3
CC1=NNC(=O)C1CC(=O)N/N=C/C=C/c1ccccc1 (configuration not stated)	6.9	-0.3	0.1	1.8	99.0	-10.5	-11.0	-1.7	-0.5	5.8
COC(=O)C1C(c2ccccc2)C(C(=O)N2CCOCC2)C1c1ccccc1 (configuration not stated)	0.0	-1.6	1.5	-1.2	95.0	-1.0	-17.2	0.7	-12.6	6.4
CC(=O)Nc1ccc(S(=O)(=O)N2CCN=C2SCc2cccnc2)cc1	0.9	-4.8	-2.6	-0.1	104.0	-1.8	18.7	-3.2	8.0	13.0
CC(CCc1ccccc1)NC(=O)C(Cc1ccccc1)NS(=O)(=O)c1cccs1 (configuration not stated)	0.5	6.0	-1.6	-0.5	100.0	-1.1	11.9	-8.8	-4.0	6.7

Three entries from above, ordered by the number in TLR9-MyD88 inh, low to high:
| canonical_smiles | TLR9-MyD88 inh |
| --- | --- |
| COC(=O)C1C(c2ccccc2)C(C(=O)N2CCOCC2)C1c1ccccc1 (configuration not stated) | -12.6 |
| COc1cc(NC(=S)NC(=O)c2c(OC)cccc2OC)ccc1NC(=O)c1cccs1 | -9.3 |
| CC(=O)Nc1ccc(S(=O)(=O)N2CCN=C2SCc2cccnc2)cc1 | 8.0 |

(next part)
SMILES	m5-HT2A agonist	H9c2 protect	MC4R barr agon	N-glyco inh	ABCB6 inh MLPCN	ABHD5 PLIN5 PPI	SRC2 inh	NOD2 RIPK2 PPI	TLR9-MyD88 inh	MC4R antagonist
CCCNC(=O)c1n[nH]c2c1CC(C(C)(C)CC)CC2 (configuration not stated)	3.6	-13.6	0.7	-3.7	102.0	3.8	-46.6	-12.6	0.4	12.3
Cc1c(/C=N\NC(=O)C2(C)CC2(Cl)Cl)cnn1C (configuration not stated)	-0.7	6.5	-1.5	1.2	102.0	-4.2	-20.3	-3.0	-9.1	-2.0
Cc1noc(C)c1NC(=O)Nc1ccc2c(c1)C(=O)N([C@H](C)CO)C[C@@H](C)[C@@H](CN(C)S(=O)(=O)c1cn(C)cn1)OCCCC[C@H](C)O2	-1.5	10.5	0.3	2.6	101.0	8.6	2.1	12.1	-0.3	-5.8
O=c1cc(/C=C/c2ccccc2)oc2c1ccc1ccccc12	-3.1	48.9	28.6*	2.6	101.0	-1.8	-27.8	5.9	-1.1	6.1
Cc1cc(OCC(=O)NCCCn2ccnc2)c2c(C)c(C)c(=O)oc2c1	3.1	-3.4	-0.7	2.9	94.0	-9.8	0.7	-1.1	-2.1	8.9
O=C(Nc1cccn(Cc2c(Cl)cccc2Cl)c1=O)c1ccc(Cl)cc1Cl	9.3	-7.3	-1.6	-4.1	98.0	-1.1	-7.0	-0.6	-14.4	-5.9
Cc1cccc(CC(=O)Nc2ccon2)c1	4.7	-1.8	-0.3	3.5	96.0	5.0	7.8	1.1	0.8	-8.6
c1ccc(-c2nc3nonc3c3nc4ccccc4n23)cc1	-3.5	-0.3	3.9	-2.0	104.0	-1.1	-20.2	-0.7	-1.8	-0.9
COc1ccc(C)cc1NS(=O)(=O)c1ccc2c(c1)n(C)c(=O)n2C	2.8	0.1	-2.4	8.1	96.0	0.4	-16.3	-3.5	-2.2	7.4
COC(=O)c1c(C)nc(C)c(C(=O)OC)c1-c1cccs1	2.6	0.8	0.7	-0.5	108.0	-0.3	2.0	-0.4	-11.4	5.0
COc1ccc(S(=O)(=O)N2CCOCC2)cc1NC(=O)COc1cccnc1[N+](=O)[O-]	3.4	32.7	-4.3	-1.1	93.0	2.7	20.0	-2.0	-1.6	1.4
O=C(N/N=C/C=C\c1ccccc1[N+](=O)[O-])c1cccs1	-5.0	29.4	-1.4	1.0	95.0	2.6	-33.9	-1.9	-2.3	-1.0
N#C/C(=C(\O)c1ccco1)c1ccccn1	2.2	-1.1	-0.4	0.2	97.0	1.1	-14.7	-4.1	-2.4	14.2
CSCCC(NC(=O)c1ccccc1)C(=O)N1CCCCCCC1 (configuration not stated)	13.1	7.5	-2.5	0.5	96.0	-7.6	-10.5	-4.5	-0.1	7.8
Cc1ccc(Cc2cncc(O)c2)cc1S(=O)(=O)O	3.4	5.9	-1.8	2.6	94.0	4.7	-14.5	-0.1	6.2	-2.2
C/C(=N/NS(=O)(=O)c1ccc(C)cc1)[C@H]1C[C@@H]1c1ccccc1	0.2	-2.0	-0.7	0.8	99.0	3.0	1.4	-3.0	5.8	-5.3
O=C(O)CN1C(=O)C2(OCCO2)c2cc(Br)ccc21	3.8	8.1	-1.3	0.8	95.0	-0.8	7.4	-0.4	0.2	3.8
COc1ccc(CNC(=O)Cn2ccc([N+](=O)[O-])n2)cc1OC	3.7	1.9	-1.2	-0.4	102.0	10.3	-4.9	0.9	-11.1	4.2
CCOC(=O)Nc1cc2c(C)cc(=O)oc2cc1C	1.4	2.2	-1.5	-0.7	107.0	-4.8	0.8	-3.0	3.1	5.3
C[n+]1ccccc1Nc1cc([N+](=O)[O-])ccc1N	0.2	-1.0	-2.8	-1.8	98.0	5.8	10.2	-8.8	-5.8	4.2
CN1CCN(S(=O)(=O)c2cccc(C(=O)Nc3nccs3)c2)CC1	0.9	-0.6	-2.4	0.1	100.0	-3.8	-8.8	-0.3	5.2	3.3
O=C(CCC1N=C2c3ccccc3N=C(SCc3ccc(F)cc3)N2C1=O)NCc1ccco1 (configuration not stated)	-0.4	17.1	-0.4	-1.0	96.0	5.2	-30.6	-3.8	-12.4	0.5
O=C1c2ccccc2C(=O)N1CCC1(O)C(c2ccccc2)=Nc2ccccc21 (configuration not stated)	-2.4	35.4	-1.5	2.9	100.0	1.5	-7.6	1.4	4.3	0.4
CC(=O)COc1cc2c(-c3cc4ccccc4o3)cc(=O)oc2cc1C	7.4	37.8	25.5*	4.8	96.0	-4.4	6.6	4.5	1.6	-9.2
COc1ccccc1CNC1CCN(Cc2ccccc2)CC1	8.6	1.4	2.3	-0.6	98.0	3.7	18.6	-9.3	-8.5	-2.3
CC(C)C(NC(=O)/C=C/c1ccc(F)cc1)C(C)C	-5.2	7.9	-0.2	0.2	98.0	1.1	-18.3	-8.5	-10.5	-1.0
CC[C@@H]1C/C=C\Cc2ccccc2[C@@H](C(=O)C[C@@H](O)CC(C)=O)OC1=O	3.6	2.2	-1.3	-0.1	101.0	0.1	-41.5	5.1	-5.4	-5.8

Compound activity as filed in PubChem BioAssay.
